Mtb BioA inh: BioA (M. tuberculosis) enzyme inhibition | actives 0.096% (n = 360,000) | AID 602481 | purified M. tuberculosis BioA enzyme, plate reader | inhibition, % at 9.99 µM; in the data active = inhibition above about 40%
An asterisk follows results filed as active. An excerpt; rates above refer to the full screens.

no.	canonical_smiles	Mtb BioA inh
1	C[C@@H]1CCCCO[C@@H](CN(C)Cc2ccncc2)[C@H](C)CN([C@H](C)CO)C(=O)c2cc(NC(=O)C3CCCCC3)ccc2O1	-0.3
2	COc1ccccc1NC(=O)N1CCCCN2[C@H](CO)[C@@H](c3ccc(-c4cccc(C#N)c4)cc3)[C@H]2C1	0.0
3	C[C@@H]1CN([C@H](C)CO)C(=O)c2cccc(NS(=O)(=O)c3ccccc3)c2O[C@@H]1CN(C)C(=O)Nc1ccc(F)cc1	0.4
4	CN1C(=O)c2cc(NC(=O)Cc3ccccc3)ccc2OC[C@H]2O[C@@H](CC(=O)NCC3CC3)CC[C@@H]21	6.0
5	C[C@H]1CN([C@@H](C)CO)C(=O)Cc2cc(NS(C)(=O)=O)ccc2O[C@H]1CN(C)S(=O)(=O)c1ccc(F)cc1	-0.4
6	CC(C)NC(=O)Nc1ccc2c(c1)CC(=O)N([C@@H](C)CO)C[C@@H](C)[C@H](CN(C)S(=O)(=O)c1ccccc1)O2	-0.4
7	CC(=O)N(C)C[C@H]1Oc2cc(-c3ccccc3)ccc2S(=O)(=O)N([C@@H](C)CO)C[C@H]1C	0.4
8	C[C@H]1CN([C@@H](C)CO)S(=O)(=O)c2ccc(C3=CCCC3)cc2O[C@H]1CN(C)C(=O)c1ccccn1	1.2
9	C[C@H]1CN([C@@H](C)CO)S(=O)(=O)c2ccc(-c3cccc(C#N)c3)cc2O[C@@H]1CN(C)Cc1cccc(F)c1	-0.3
10	CO[C@H]1CN(C)C(=O)c2ccc(NC(=O)C3CCCC3)cc2OC[C@H](C)N(S(C)(=O)=O)C[C@H]1C	-2.5
11	C[C@H]1CN([C@@H](C)CO)C(=O)c2cc(NS(=O)(=O)c3ccc(F)cc3)ccc2O[C@H]1CN(C)CC1CC1	-2.0
12	C[C@@H]1CN([C@@H](C)CO)C(=O)c2cc(NS(=O)(=O)c3ccc(Cl)cc3)ccc2O[C@@H](C)CCCCO[C@H]1CN(C)CC1CC1	3.0
13	C[C@H]1CN([C@@H](C)CO)C(=O)c2cc(NC(=O)c3ccncc3)ccc2O[C@H]1CN(C)C(=O)Nc1ccc2c(c1)OCO2	2.5
14	CN1C(=O)c2cc(NC(=O)c3ccc4c(c3)OCO4)ccc2OC[C@H]2O[C@H](CC(=O)O)CC[C@@H]21	-0.6
15	COc1cccc(CN(C)C[C@@H]2OCc3cn(nn3)CCCC(=O)N([C@H](C)CO)C[C@H]2C)c1	-1.1
16	O=C(C[C@H]1CC[C@H](NC(=O)c2cccc(F)c2)[C@@H](CO)O1)NCc1ccc(Oc2ccccc2)cc1	-1.6
17	C[C@@H]1CN([C@H](C)CO)C(=O)c2cc(NS(=O)(=O)c3cn(C)cn3)ccc2O[C@H]1CN(C)Cc1ccc(C(=O)O)cc1	0.5
18	O=C(C[C@@H]1CC[C@@H]2[C@H](COC[C@@H](O)CN2CC2CCOCC2)O1)NCC1CC1	-0.6
19	C[C@H](CO)N1C[C@H](C)[C@H](CN(C)C(=O)Nc2ccc(C(F)(F)F)cc2)Oc2c(NC(=O)C3CCOCC3)cccc2C1=O	3.5
20	COCC(=O)Nc1ccc2c(c1)C(=O)N(C)C[C@@H](OC)[C@H](C)CN(Cc1ccccn1)[C@@H](C)CO2	-0.8
21	C[C@@H]1CN([C@H](C)CO)C(=O)c2cc(NS(=O)(=O)c3cn(C)cn3)ccc2O[C@H]1CN(C)S(=O)(=O)c1ccc(Cl)cc1	-1.9
22	C[C@@H]1CN([C@H](C)CO)C(=O)c2cc(NC(=O)Nc3ccc(C(F)(F)F)cc3)ccc2O[C@@H](C)CCCCO[C@H]1CN(C)S(=O)(=O)c1cccs1	-0.5
23	[N-]=[N+]=Nc1ccccc1C[C@]1(C(=O)NCc2ccccc2)COC(c2ccc(OCCCO)cc2)=N1	-2.2
24	COc1ccc(CN(C)C[C@H]2Oc3ccc(NS(=O)(=O)c4ccc(OC)cc4)cc3C(=O)N([C@@H](C)CO)C[C@@H]2C)cc1	1.3

Another view of some results above.
#13 C[C@H]1CN([C@@H](C)CO)C(=O)c2cc(NC(=O)c3ccncc3)ccc2O[C@H]1CN(C)C(=O)Nc1ccc2c(c1)OCO2
  Mtb BioA inh: 2.5
#2 COc1ccccc1NC(=O)N1CCCCN2[C@H](CO)[C@@H](c3ccc(-c4cccc(C#N)c4)cc3)[C@H]2C1
  Mtb BioA inh: 0.0
#8 C[C@H]1CN([C@@H](C)CO)S(=O)(=O)c2ccc(C3=CCCC3)cc2O[C@H]1CN(C)C(=O)c1ccccn1
  Mtb BioA inh: 1.2
#7 CC(=O)N(C)C[C@H]1Oc2cc(-c3ccccc3)ccc2S(=O)(=O)N([C@@H](C)CO)C[C@H]1C
  Mtb BioA inh: 0.4

Next results:
no.	canonical_smiles	Mtb BioA inh
25	O=C(Cc1ccccc1)N[C@H]1CC[C@H](CC(=O)N2CCOCC2)O[C@H]1CO	-5.7
26	CN1C(=O)c2cc(NC(=O)C3CCCCC3)ccc2OC[C@@H]2O[C@@H](CC(=O)NCc3ccccc3F)CC[C@H]21	2.2
27	C[C@H]1CN([C@@H](C)CO)C(=O)c2cc(NC(=O)Nc3ccc(C(F)(F)F)cc3)ccc2O[C@H]1CN(C)S(=O)(=O)c1cn(C)cn1	2.3
28	C[C@@H]1CN([C@@H](C)CO)C(=O)Cc2cc(NC(=O)Cc3cn(C)c4ccccc34)ccc2O[C@@H]1CN(C)S(=O)(=O)c1cccs1	0.4
29	CNC[C@H]1Oc2ccc(NS(=O)(=O)c3c(C)noc3C)cc2C(=O)N([C@H](C)CO)C[C@@H]1C	-0.7
30	C/C=C/c1ccc2c(c1)O[C@@H](CN(C)C(=O)c1ccc3c(c1)OCO3)[C@H](C)CN([C@H](C)CO)S2(=O)=O	17
31	CC(=O)N1CCCCN2[C@H](CO)[C@H](c3ccc(-c4ccncc4)cc3)[C@@H]2C1	3.2
32	COc1ccc(CN(C)C[C@H]2Oc3ccc(NS(=O)(=O)c4ccc(C)cc4)cc3CC(=O)N([C@@H](C)CO)C[C@@H]2C)cc1	4.7
33	Cc1ccccc1S(=O)(=O)N1C[C@@H](O)COC[C@H]2O[C@H](CC(=O)N3CCCCC3)CC[C@@H]21	-1.3
34	COCC#Cc1cnc2c(c1)C(=O)N([C@H](C)CO)C[C@H](C)[C@H](CN(C)C(=O)Cc1ccncc1)O2	-2.1
35	CN(C)CC(=O)N1[C@@H]2Cn3c(ccc(-c4ccccc4)c3=O)[C@H]1[C@@H](C(=O)N1CCOCC1)[C@@H]2CO	-1.5
36	COc1ccc(-c2ccc([C@@H]3[C@@H](CO)N4CCCCN(C(=O)c5ccc(F)cc5)C[C@H]34)cc2)cc1	-2.1
37	C[C@H](CO)N1C[C@H](C)[C@H](CN(C)C(=O)Nc2ccccc2)Oc2ccc(NC(=O)Cn3cnnn3)cc2CC1=O	-1.9
38	CC(C)NC(=O)N[C@H]1CC[C@@H](CCNS(=O)(=O)c2ccc(Cl)cc2)O[C@@H]1CO	0.6
39	CC=Cc1ccc2n(c1=O)C[C@H]1[C@H](CO)[C@@H](C(=O)NCc3ccccn3)N(CC3CC3)[C@@H]21 (mixture of isomers)	0.2
40	C[C@H](CO)N1C[C@H](C)[C@H](CN(C)CC2CCCCC2)Oc2c(NC(=O)c3cnccn3)cccc2C1=O	-1.5
41	C[C@H]1CN([C@@H](C)CO)C(=O)Cc2cc(NC(=O)Nc3ccc4c(c3)OCO4)ccc2O[C@H]1CN(C)S(=O)(=O)c1cn(C)cn1	-0.2
42	COc1ccc(S(=O)(=O)Nc2ccc3c(c2)C(=O)N([C@@H](C)CO)C[C@@H](C)[C@H](CN(C)S(=O)(=O)c2ccc(OC)cc2)OCCCC[C@@H](C)O3)cc1	-3.2
43	CN(C)C(=O)c1ccc(-c2ccc3c(c2)[C@H]2[C@H](CCN2C(=O)c2ccc4c(c2)OCO4)[C@H](CO)N3)cc1	33
44	CO[C@H]1CN(C)C(=O)c2cc(NS(=O)(=O)c3ccc(C)cc3)ccc2OC[C@@H](C)N(C)C[C@H]1C	-1.2
45	O=C(C[C@@H]1CC[C@H]2[C@@H](COC[C@@H](O)CN2C(=O)Nc2cccc(Cl)c2)O1)N1CCCCC1	-1.3
46	COc1ccc(CN(C)C[C@@H]2OCCCC[C@@H](C)Oc3ccc(NC(=O)Nc4ccc(F)cc4)cc3C(=O)N([C@H](C)CO)C[C@H]2C)cc1	0.5
47	CNC[C@@H]1OCCCC[C@H](C)Oc2ccc(NC(=O)CCC(F)(F)F)cc2C(=O)N([C@H](C)CO)C[C@H]1C	-2.7
48	C[C@H](CO)N1C[C@H](C)[C@@H](CN(C)C)Oc2ncc(C#CC3(O)CCCC3)cc2C1=O	-2.5
49	Cc1cc(C(=O)Nc2cccc3c2O[C@@H](CN(C)Cc2ccc(C(=O)O)cc2)[C@H](C)CN([C@@H](C)CO)C3=O)n(C)n1	-7.9
50	C[C@@H]1CN([C@@H](C)CO)C(=O)c2cc(Br)cnc2O[C@@H]1CN(C)C(=O)Nc1ccccc1	0.7
51	CCCNC(=O)C[C@@H]1CC[C@@H]2[C@@H](COc3ccc(NC(=O)NC(C)C)cc3C(=O)N2C)O1	16
52	C[C@@H]1CN([C@@H](C)CO)S(=O)(=O)c2ccc(C#CCN(C)C)cc2O[C@@H]1CN(C)Cc1ccc(F)cc1	9.0
53	O=C(C[C@@H]1C[C@@H]2c3cc(NC(=O)C4CCOCC4)ccc3O[C@@H]2[C@@H](CO)O1)NCc1ccccc1F	-1.7
54	O=C(O)C[C@@H]1C[C@@H]2c3cc(NC(=O)NC4CCCCC4)ccc3O[C@@H]2[C@H](CO)O1	-2.6
55	N#C[C@H]1[C@@H](c2ccc(C#CC3(O)CCCC3)cc2)[C@H](CO)N1C(=O)C1CC1	-2.8
56	COC(=O)[C@H]1[C@H](CO)[C@H]2Cn3c(ccc(C4=CCCCC4)c3=O)[C@@H]1N2CC1CC1	-1.5
57	C[C@@H]1CN([C@H](C)CO)C(=O)c2cc(NC(=O)C3CCCCC3)ccc2O[C@H]1CN(C)Cc1ccc(C(=O)O)cc1	9.5
58	C[C@@H]1CN([C@@H](C)CO)C(=O)c2cc(NC(=O)Nc3ccc(F)cc3)ccc2O[C@@H]1CN(C)C(=O)Nc1ccccc1	14
59	COc1ccc(CN(C)C[C@@H]2Oc3ccc(NS(=O)(=O)c4ccccc4)cc3C(=O)N([C@H](C)CO)C[C@H]2C)cc1	5.1
60	O=S(=O)(N[C@@H]1CC[C@@H](CCn2cc(-c3cccc(F)c3)nn2)O[C@@H]1CO)c1ccccc1	-1.3

An excerpt from above in order of molecular weight, rising:
no.	canonical_smiles	Mtb BioA inh
55	N#C[C@H]1[C@@H](c2ccc(C#CC3(O)CCCC3)cc2)[C@H](CO)N1C(=O)C1CC1	-2.8
56	COC(=O)[C@H]1[C@H](CO)[C@H]2Cn3c(ccc(C4=CCCCC4)c3=O)[C@@H]1N2CC1CC1	-1.5
58	C[C@@H]1CN([C@@H](C)CO)C(=O)c2cc(NC(=O)Nc3ccc(F)cc3)ccc2O[C@@H]1CN(C)C(=O)Nc1ccccc1	14

(more compounds)
no.	canonical_smiles	Mtb BioA inh
61	CO[C@@H]1CN(C)C(=O)c2ccc(NC(C)=O)cc2OC[C@H](C)N(C(=O)C2CCCCC2)C[C@H]1C	-1.5
62	O=C(C[C@@H]1CC[C@H]2NC[C@@H](O)COC[C@@H]2O1)NCCc1ccccc1	-1.4
63	C[C@@H]1CN([C@H](C)CO)S(=O)(=O)c2ccc(C#Cc3ccccc3F)cc2O[C@@H]1CN(C)C(=O)Cc1ccncc1	0.2
64	C[C@H](CO)N1C[C@H](C)[C@H](CN(C)S(C)(=O)=O)Oc2ccc(NS(=O)(=O)c3ccc(Cl)cc3)cc2CC1=O	0.3
65	Cc1noc(C)c1S(=O)(=O)Nc1ccc2c(c1)C(=O)N([C@H](C)CO)C[C@H](C)[C@@H](CN(C)C(=O)Nc1ccc3c(c1)OCO3)OCCCC[C@@H](C)O2	4.2
66	C[C@@H]1CN([C@H](C)CO)C(=O)c2cc(C#CC3(O)CCCC3)cnc2O[C@H]1CN(C)Cc1ccccn1	1.2
67	O=C(C1CCOCC1)N1C[C@H]2[C@@H](c3ccccc31)[C@@H](CO)N2Cc1ccccc1Cl	5.8
68	C[C@H](CO)N1C[C@H](C)[C@H](CN(C)Cc2cccnc2)Oc2cc(-c3cncnc3)ccc2S1(=O)=O	2.2
69	O=C(Nc1ccc2c(c1)OCO2)N[C@H]1C=C[C@H](CC(=O)N2CCN(c3ccccc3)CC2)O[C@H]1CO	-0.4
70	CNC[C@@H]1Oc2cc(-c3ccccc3F)ccc2S(=O)(=O)N([C@@H](C)CO)C[C@H]1C	2.4
71	C[C@@H]1CN([C@H](C)CO)C(=O)c2cc(NC(=O)Nc3ccc(C(F)(F)F)cc3)ccc2O[C@H]1CN(C)Cc1ccc(Oc2ccccc2)cc1	-1.9
72	COC(=O)[C@@H]1[C@@H](CO)[C@@H]2Cn3c(ccc(-c4ccncc4)c3=O)[C@@H]2N1Cc1ccccc1F	2.1

Looked up above.
compound 68 @ Mtb BioA inh: 2.2
compound 72 @ Mtb BioA inh: 2.1

Later entries.
no.	canonical_smiles	Mtb BioA inh
73	CNC(=O)C[C@H]1CC[C@@H]2[C@H](COc3ccc(NC(=O)c4cscn4)cc3C(=O)N2C)O1	3.0
74	COc1cccc(CNC(=O)C[C@H]2C=C[C@@H](NC(=O)C3CC3)[C@H](CO)O2)c1	-1.4
75	O=C(N[C@H]1CC[C@H](CCNC(=O)C2CCCC2)O[C@@H]1CO)c1ccccn1	-1.4
76	COc1ccc(NC(=O)Nc2ccc3c(c2)CC(=O)N([C@H](C)CO)C[C@H](C)[C@@H](CN(C)CC2CC2)O3)cc1	2.8
77	COc1ccc(NC(=O)Nc2ccc3c(c2)C(=O)N([C@H](C)CO)C[C@H](C)[C@@H](CN(C)C(=O)Nc2ccc(C(F)(F)F)cc2)OCCCC[C@@H](C)O3)cc1	-3.1
78	O=C(NCc1ccccc1Cl)[C@H]1[C@H](CO)[C@H]2Cn3c(cccc3=O)[C@H]2N1C(=O)C1CCC1	-1.4
79	CN1c2ccc(-c3cccc(F)c3)cc2[C@@H]2[C@@H](CCN2C(=O)C2CC2)[C@@H]1CO	22
80	CO[C@@H]1CN(C)C(=O)c2ccc(NC(=O)c3nc4ccccc4s3)cc2OC[C@@H](C)N(Cc2cccnc2)C[C@@H]1C	-0.7
81	C[C@H]1CN([C@@H](C)CO)C(=O)CCCn2cc(nn2)CO[C@@H]1CN(C)Cc1cccc2c1OCCCO2	0.3
